# Compound activity: PubChem BioAssay, several laboratories
# Rev-RRE block: disrupts HIV-1 Rev binding to RRE RNA | Rev peptide-RRE RNA binding, FRET | inhibition, % at 8 µM | hit rate 0.79% among 97,000 | AID 704;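 active means inhibition above the screen-wide mean plus 3 SD, cut at about 35% in these data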;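 further: 0% = median DMSO wells and 100% = median Neomycin B control wells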
# Target sequence (P05866 whole entry, looked up): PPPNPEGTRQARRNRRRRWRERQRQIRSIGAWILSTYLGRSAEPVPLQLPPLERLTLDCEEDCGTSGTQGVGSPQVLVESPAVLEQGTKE
#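 Assay system: labelled RRE RNA duplex and labelled Rev peptide / Medium: HEPES pH 7.5 salt buffer with EDTA / Reagent: labelled Rev peptide / Schedule: 5 + 15 min at 25 °C / Signal: FRET, excitation 480 nm, emission 540 nm donor and 671 nm acceptor / Benchmarks: DMSO and neomycin B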
# ERa SRC1 inh: blocks coactivator binding to human estrogen receptor alpha | P03372 | TR-FRET ER-alpha LBD / SRC-1 peptide, estradiol-bound | inhibition, % at 25.6 µM | hit rate 1.7% among 86,000 | AID 629; in the data active means inhibition above about 50%;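 further: 0% = receptor plus peptide control and 100% = peptide only without receptor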
# Target sequence (P03372 whole entry, looked up, the tested form may be a part): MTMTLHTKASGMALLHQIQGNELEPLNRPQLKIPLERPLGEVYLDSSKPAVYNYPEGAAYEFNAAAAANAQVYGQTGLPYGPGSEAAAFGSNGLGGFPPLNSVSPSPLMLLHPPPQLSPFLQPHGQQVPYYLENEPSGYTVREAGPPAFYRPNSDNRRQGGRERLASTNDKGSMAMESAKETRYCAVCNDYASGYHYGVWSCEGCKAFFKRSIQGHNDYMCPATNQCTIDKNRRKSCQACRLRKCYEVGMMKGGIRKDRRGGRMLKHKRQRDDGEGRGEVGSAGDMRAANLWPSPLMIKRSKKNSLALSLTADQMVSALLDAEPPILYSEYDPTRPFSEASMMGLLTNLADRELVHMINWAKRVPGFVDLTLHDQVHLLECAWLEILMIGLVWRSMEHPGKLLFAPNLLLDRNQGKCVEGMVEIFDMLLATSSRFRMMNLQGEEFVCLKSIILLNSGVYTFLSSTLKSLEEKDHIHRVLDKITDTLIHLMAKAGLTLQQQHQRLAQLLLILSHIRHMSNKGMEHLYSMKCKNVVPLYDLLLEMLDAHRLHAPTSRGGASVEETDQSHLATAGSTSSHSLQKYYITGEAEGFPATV
# FAK blocker: blocks human focal adhesion kinase activity | inhibition, %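 (tested at 7 µM)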 | hit rate 0.84% among 97,000 | biochemical FAK kinase activity assay; in the data active means inhibition above about 19%;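 further: 0% = DMSO and 100% = reference compound high control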
# CD11b adhes inh: blocks human CD11b/CD18 adhesion to fibrinogen; P05107+P11215; K562 CD11b/CD18 adhesion to fibrinogen, ATPlite luminescence; Mn2+ added to activate the integrin; inhibition, % at 10 µM; hit rate 0.54% among 93,000; AID 1497;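 active means primary inhibition of 50% or more at 10 µM, then 40% or more on retest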; further: some results filed as inactive read as strong as hits
# ERb SRC1 inh: blocks coactivator binding to human estrogen receptor beta | Q92731 | TR-FRET ER-beta LBD / SRC1-Cy5 peptide binding; receptor agonist-loaded with 1 µM estradiol | inhibition, % at 25.6 µM | hit rate 1.3% among 86,000 | AID 633;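 active means compounds whose percent inhibition of the receptor-coactivator binding signal exceeds about 50% in the single-dose screen, limit read from the data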;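 further: 0% = receptor plus peptide wells without compound and 100% = peptide-only wells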
# Plk1 PBD FP: blocks phosphopeptide binding to human Plk1 polo box domain; P53350; Plk1 PBD phosphopeptide binding, fluorescence polarization; inhibition, %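 (tested at about 20 µM)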; hit rate 0.13% among 97,000; AID 693; in the data active means inhibition above about 34%, passing the limit was not always enough
# Mac1 fbg enh: enhancers of human CD11b/CD18 binding to fibrinogen; activation, % at 10 µM; K562 CD11b/CD18 adhesion to fibrinogen, ATPlite luminescence; P05107+P11215; hit rate 0.07% among 93,000;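 active means 10 µM primary screen giving 50% or more activity, confirmed by 40% or more on retest at that dose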; further: strong numbers were not always called active
# ERa SRC1 pot: enhances coactivator binding to human estrogen receptor alpha | P03372 | TR-FRET ERalpha-LBD/SRC-Cy5 coactivator binding, 2 h; 100 = basal binding, no effect | coactivator binding (% of control), % at 25.6 µM | hit rate 1.3% among 86,000 | AID 639; in the data active means activity above about 200%;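 further: binding measured in presence of low estradiol as agonist stimulus; 0% = peptide alone without receptor and 100% = receptor with peptide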
# PLK1 inh: PLK1 (human) kinase inhibition; P53350; hit rate 0.53% among 97,000; inhibition, % at 10 µM; recombinant PLK1 kinase, TR-FRET peptide phosphorylation;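 active means inhibition of 50% or more in the single-concentration screen; inactive means inhibition below 50%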;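 further: 0% = DMSO max control and 100% = H-89 dihydrochloride min control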
# * = called active by the depositor; . = no result given; [ ] = another dose, or the depositor's remark. No enrichment for hits. About 4.7% of those tested had a hit in this group.
SMILES	Rev-RRE block	ERa SRC1 inh	FAK blocker	CD11b adhes inh	ERb SRC1 inh	Plk1 PBD FP	Mac1 fbg enh	ERa SRC1 pot	PLK1 inh
COC(=O)c1cn(NC(=O)CC2CCCCC2)c(=O)c2ccccc12	.	5[fluorescence artefact?]	.	-20	7[fluorescence artefact?]	.	1	125	.
CC1CCc2nc(NC(=O)c3ccco3)sc2C1 (stereo not drawn)	.	-1	.	52	3	.	-6	105	.
CSc1ncccc1C(=O)OCn1nnc2ccccc2c1=O	10	-2	6	10	3	-8	2	113	-14
CC1=C(C)CC2C(=O)N(Cc3ccccc3)C(=O)C2C1 (stereo not drawn)	0	4	1	1	-4	-4	0	117	-13
COc1ccc(-n2c(Cc3cccn3C)nnc2SCC(=O)N2CCOCC2)cc1	.	-1	.	-5	5	.	0	104	.
COc1ccc(-c2nc(-c3ccc(Br)cc3)no2)c(OC)c1	15	13[fluorescence artefact?]	0	33	9[fluorescence artefact?]	2	48	206*[fluorescence artefact?]	-8
CCOc1ccc(C(=O)Nc2ccccc2N2CCCC2)cc1	4	-5	1	.	-13	-16	.	138	-7
Cc1cc2nc(C)n(CCCNC(=O)Nc3cccc4ccccc34)c2cc1C	-9	51*[fluorescence artefact?]	4	46	33[fluorescence artefact?]	5	1	96[fluorescence artefact?]	-8
COCCn1c(C)cc2c(c1=O)C(c1ccccc1F)C(C#N)=C(N)O2 (stereo not drawn)	8	.	0	.	.	-29	.	.	-7
COc1ccc(CN2CC(C(=O)NCCc3ccc(C)cc3)CC2=O)cc1 (stereo not drawn)	4	-3	-10	-16	-10	-20	-5	109	-11
S=c1[nH]nc(Cc2ccccc2)n1-c1ccccc1	0	-3	-8	-15	-10[fluorescence artefact?]	3	2	80	-4
O=C(c1ccc(S(=O)(=O)N2CCOCC2)cc1)N1CCN(c2cccc(Cl)c2)CC1	1	-2	-2	0	1	1	3	98	-10
CCCN(/C=N/c1sc2c(c1C#N)CCCCC2)CCC	7	-2	0	.	-3	-16	.	92	-1
O=C(NCCCN1CCCC1=O)c1cccnc1	5	-5	-1	-35	-1	26	0	110	-9
CCOc1cc(N2CCOCC2)c(OCC)cc1NC(=O)C1CCCC1	5	.	0	-2	.	4	-4	.	-19
CCN1CCCC1CNC(=O)Cn1cc2c(n1)CCC(C)C2 (stereo not drawn)	.	-7[fluorescence artefact?]	.	-8	8[fluorescence artefact?]	.	4	110[fluorescence artefact?]	.
CC(=O)N1CCc2cc(S(=O)(=O)NCCC(=O)NC3CCCc4ccccc43)ccc21 (stereo not drawn)	-1	-5	-1	13	-1	4	0	104	-9
Cc1cccc(S(=O)(=O)c2c(N)n(/N=C/c3ccccc3)c3nc4ccccc4nc23)c1	10	-8	-3	-4	-12	-14	-10	111	-8
Cc1c([N+](=O)[O-])cc(C(=O)Oc2ccc(Br)cc2C(=S)N2CCCCC2)cc1[N+](=O)[O-]	-4	-3	1	4	-2[fluorescence artefact?]	5	-1	97	-4
O=C(NCCc1ccncc1)Nc1ccc(Cl)cc1	-7	16	-1	-4	14	-23	1	104[fluorescence artefact?]	-3
O=C(CCc1ccccc1)Nc1ncn[nH]1	-3	7	-4	.	0	2	.	121	0
COc1cc(NS(=O)(=O)c2ccc(NC(C)=O)cc2)nc(OC)n1	4	-7	-2	-5	-6	5	-1	100	-6
Cc1ccc(OC(C)C(=O)N2CCCc3ccccc32)cc1 (stereo not drawn)	1	5	2	9	-12	16	-1	96	-1
CCCn1c(SCC(=O)NCc2ccco2)nnc1C(C)C	5	-6	-2	17	3	-7	-2	100	-14
Cc1cc(C)cc(OCC(=O)Nc2cccc(-c3nc4ncccc4o3)c2)c1	5	6	2	4	-3	-24	-3	100	-5
CCCN1C(=O)/C(=C/C=C2\N(CC)c3ccccc3C2(C)C)SC1=S	136*[fluorescence artefact?]	.	-5	4	.	-224	2	.	-21
Cc1ccc(NC(=O)c2ccc(S(=O)(=O)N3CCCCC3)cc2)cc1	0	8	2	.	-7	-10	.	101	-7
CCn1c(C)cc2c(c1=O)C(c1ccncc1)C(C#N)=C(N)O2 (stereo not drawn)	.	-6	.	3	-3[fluorescence artefact?]	.	-2	108	.
Cc1cc(Cl)ccc1Oc1nc(-c2ccc(F)cc2)ccc1C#N	2	.	1	12	.	-24	2	.	-16
CCn1c2ccccc2c2cc(/C=N/NC(=O)c3ccccc3)ccc21	6	.	3	.	.	-18	.	.	-11
Cc1ccc(/C=C/C(=O)N2CC(C)CC(C)C2)o1 (stereo not drawn)	1	.	1	.	.	-5	.	.	-9
CCCN1CCCc2cc(CN)ccc21	46*	41[fluorescence artefact?]	24*	10	54*[fluorescence artefact?]	17	-2	59[fluorescence artefact?]	-13
CNC(=O)c1cccn1-c1ccsc1C(=O)OC	-2	.	-5	-2	.	6	-2	.	-7
COc1ccccc1NC(=O)Cc1nn(C)c(=O)c2ccccc12	5	-2	-2	64*	-4	-23	-3	118	-10
COC(=O)c1ccccc1NC(=O)c1ccc2c(c1)C(=O)N(Cc1ccco1)C2=O	2	-19	-2	.	-11[fluorescence artefact?]	11	.	130[fluorescence artefact?]	-10
CCOC(=O)C1=C(C)Nc2ncnn2C1c1c[nH]c2ccccc12 (stereo not drawn)	3	-3	-3	3	9	1	8	98	8
CC(=O)C1=C(C)NC(SCC(=O)c2ccc(F)cc2)=C(C#N)C1c1ccco1 (stereo not drawn)	12	-2	1	-6	2	-4	0	107[fluorescence artefact?]	-3
CCCCN1CC(O)=C(c2nc3ccccc3s2)C1=N	.	-9	.	-8	2	.	-4	94[fluorescence artefact?]	.
c1ccc2c(c1)OCC(c1nnc3n1-c1ccccc1SC3)O2 (stereo not drawn)	7	1	2	8	-1	2	-4	107	14
COc1ccccc1NC(=O)N(c1c(N)n(Cc2ccccc2)c(=O)[nH]c1=O)C1CCCC1	1	-2	5	9	-2	-11	3	104	-2
COc1ccc(Nc2nc(N)nc(CN3CCc4ccccc4C3)n2)cc1	3	2	1	-8	-7[fluorescence artefact?]	8	3	124	-12
Cc1nnsc1C(=O)Nc1cccc(Cl)c1Cl	3	-10	-7	.	1	0	.	105	13
COc1ccc(C(=O)Nc2ccc(S(=O)(=O)NC(C)C)cc2)cc1	7	3[fluorescence artefact?]	0	9	-6[fluorescence artefact?]	7	-2	119[fluorescence artefact?]	-2
CCc1cc(OCCCSc2nc(C)cc(=O)[nH]2)ccc1Cl	6	-7	-1	21	-16	-25	-2	51[fluorescence artefact?]	-6
O=C(CSc1nc2ccccc2n1S(=O)(=O)c1ccccc1)N1CCCCC1	6	.	3	.	.	-6	.	.	-12
C=CCSc1nc2c(cc1C#N)CCC2	7	10	-3	17	-9	-20	1	115[fluorescence artefact?]	-8
Clc1cccc2sc(-c3nnc(-c4ccccc4)o3)c(Cl)c12	6	-2	-8	.	-5[fluorescence artefact?]	12	.	109[fluorescence artefact?]	-27
N#Cc1c(Nc2ccc(F)cc2)sc(C(=O)c2ccc(F)cc2)c1N	1	.	-3	9	.	-10	0	.	-7
CC(C)CC(=O)Nc1nnc(-c2ccco2)s1	4	-2	-2	4	1	-2	5	111	-1
CCC(=O)N1CCc2cc(S(=O)(=O)NC(Cc3ccccc3)C(=O)NC3CCCCC3C)ccc21 (stereo not drawn)	20	10[fluorescence artefact?]	2	1	2[fluorescence artefact?]	26	-3	105[fluorescence artefact?]	-3
CCOc1cc2[nH]c(=S)n(CCN3CCCCC3C)c(=O)c2cc1OCC (stereo not drawn)	0	-4	1	-6	0	-2	-3	120	-10
CCOc1cc(C2C3=C(CCCC3=O)N(C)C3=C2C(=O)CCC3)cc(Cl)c1O	3	-37[fluorescence artefact?]	6	.	31	0	.	93	2
CCCn1nc2cc(C(=O)NCC34CC5CC(CC(C5)C3)C4)ccc2c1OCC	5	.	3	.	.	8	.	.	-14
CC1C(c2ccccc2)C(C#N)(C#N)C2(C#N)C(=O)NC1(N)C2C (stereo not drawn)	5	-5	-2	-19	-7	-12	-5	108	-6
CCOC(=O)N1CCN(C(=O)c2ccccc2NC(=O)c2ccc(OC)cc2)CC1	6	3	1	7	-21[fluorescence artefact?]	11	-3	108[fluorescence artefact?]	-11
CCCCC(=O)C1=C(N2CCCC2)CC(C)(C)CC1=O	5	-10	-3	.	1	14	.	106	-4

# The list goes on:
SMILES	Rev-RRE block	ERa SRC1 inh	FAK blocker	CD11b adhes inh	ERb SRC1 inh	Plk1 PBD FP	Mac1 fbg enh	ERa SRC1 pot	PLK1 inh
CC(C)COC(=O)NCCOC(=O)Nc1cccc(Cl)c1	16	-8	5	.	-3	10	.	101	-6
CN(C)/C=C/C(=O)c1cccc(Cl)c1	9	.	-6	-8	.	-3	-1	.	-1
Cc1ccc(NC(=S)C2=C(O)c3ccccc3N(C)S2(=O)=O)cc1	6	.	-4	16	.	-10	-5	.	-9
CC(C)NC(=O)Nc1cccs1	2	-4	-5	.	4	-8	.	101	-15
O=C(c1ccc(N2C(=O)C3CC=C(Cl)CC3C2=O)cc1)N1CCCCC1 (stereo not drawn)	4	5[fluorescence artefact?]	3	8	-8	3	1	119	-7
CCCC(=O)Nc1ccccc1-c1nnn(CC(=O)Nc2ccc(OCC)cc2)n1	-2	8	-1	.	9	10	.	95	0
Cc1c(C(=O)O)sc2nc3n(c(=O)c12)CCC(C)CC3 (stereo not drawn)	2	-28	-3	.	-16[fluorescence artefact?]	7	.	96	-9
Cc1noc(C)c1COc1ccc(C(=O)NCc2ccccn2)cc1	2	2[fluorescence artefact?]	1	-16	1[fluorescence artefact?]	-3	0	114	-7
CCCNC(=O)CN(c1ccc(F)cc1)S(=O)(=O)c1ccc2c(c1)OCCO2	7	1[fluorescence artefact?]	1	-2	-5[fluorescence artefact?]	3	-2	130[fluorescence artefact?]	-13
Cc1ccc(C2NC(=S)NC3=C2N2CCC3CC2)cc1 (stereo not drawn)	5	-7	-5	9	-2	4	-1	100	-4
COc1cc2cc(C)nc(Cc3cccc4ccccc34)c2cc1OC	7	13[fluorescence artefact?]	0	1	6[fluorescence artefact?]	-34	5	157[fluorescence artefact?]	-5
Cc1cccc(OCCn2nc(C(=O)O)c3ccccc3c2=O)c1	18	-3	4	10	-2	4	-1	94	-4
COc1cccc(C(C(=O)NC2CCCC2)N(Cc2ccccc2OC)C(=O)c2ccco2)c1 (stereo not drawn)	10	-1	0	.	-1	7	.	104	-8
O=C(O)c1cccc(NS(=O)(=O)/C=C/c2ccccc2)c1	0	.	1	16	.	24	-1	.	-10
O=C(/C=C/c1ccccc1)N1CCN(c2ccc([N+](=O)[O-])c(N3CCOCC3)c2)CC1	-3	.	-7	.	.	-7	.	.	-3
Cc1nc(NC(=O)COc2ccccc2)sc1C(=O)Nc1cccc(Cl)c1	7	.	-3	-6	.	-18	-4	.	-15
CCOc1ccc(NC(=O)[C@@H](NC(=O)c2ccccc2)[C@@H](C)CC)cc1	10	-8	-1	4	-3	14	-2	97	-10
O=C1CN(c2ccc(Cl)cc2)C(=O)CN1NC(=S)Nc1ccc(Cl)cc1	0	.	-6	6	.	12	0	.	-16
CCOC(=O)Nc1cc(C)c(Cl)cc1OC	-2	-2	2	-1	6	6	8	118	-4
